Hsp70 inhibitors: Hsp70 inhibitors, probe displacement, primary screen, biochemical, fluorescence polarization (AID 583). displacement, % at 20 µM; hits with a dose series show IC50 in µM. Hsp70 fluorescence polarization probe displacement, mP; higher % means a stronger effect. 140,000 tested, 0.06% active; in the data active means displacement above about 50%;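 further: plate controls were vehicle for no effect and reference ligand for full effect; a part of the inactive calls stands beside numbers as strong as those of hits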
Rat MKP-3 inhibitors: inhibition of rat DUSP6 enzyme activity – biochemical, in vitro, primary screen (AID 425) | inhibition, % at 20 µM, or IC50 in µM where a hit was titrated | 110,000 tested, 0.17% active | recombinant MKP-3 phosphatase activity, fluorescence; higher % means a stronger effect; in the data active means inhibition above about 50%;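 further: plate controls were vehicle for no effect and reference inhibitor for full effect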
Numbers without * were called inactive; · = not tested or not shown; & = joins results of further samples. A portion of the library, so the mix of outcomes need not match the whole.

Hsp70 inhibitors	Rat MKP-3 inhibitors	structure
-0.9%	0%	O=c1c(C=NCCCO)c(-c2ccccc2)[nH]n1-c1nc2ccccc2s1
3.8%	2%	COc1ccc(C)cc1NC(=O)c1ccc(Cl)c(Cl)c1
-1.2%	·	Cc1ccc(CCC2C3=C(CCCC3=O)OC3=C2C(=O)CCC3)cc1
-7.2%	2%	Clc1ccc(Cl)c(-c2ccc(/C=N/c3ncn[nH]3)o2)c1
1.3%	-6%	CC(C)CN(C(=O)COC(=O)Cn1cnc2ccccc2c1=O)C1CCS(=O)(=O)C1 (stereo not drawn)
5.1%	0%	O=C(Nc1cc([N+](=O)[O-])ccc1F)c1cccs1
-0.7%	2%	CCSc1nnc(NC(=O)CSc2nnc(Cc3cccn3C)n2-c2ccc(F)cc2)s1
-4.1%	4%	O=C1c2ccccc2C(=O)N1c1ncc(Cc2cccc(Cl)c2Cl)s1
-2.7%	3%	O=C1OC(c2ccc(F)cc2)=N/C1=C\c1ccc2c(c1)OCO2
2.1%	2%	COc1ccc(Cl)cc1/C=C(/C#N)c1nc2ccccc2[nH]1
-0.8%	·	O=C(CN(CC1CCCO1)C(=O)CCC(=O)Nc1ccccn1)NCc1ccccc1 (stereo not drawn)
-6.6%	1%	O=[N+]([O-])c1cc2c(cc1/C=N/n1cnnc1)OCO2
4.9%	-4%	Oc1c(Br)cc2oc3c(c2c1/C=N/n1cnnc1)CCCC3
2.0%	-12%	COc1ccc(-c2noc(CN(C(=O)c3ccc(OC(C)=O)cc3)C(C)C)n2)cc1OC
3.7%	5%	O=C1c2ccccc2C(=O)C1C1=CC(c2ccccc2)C(c2ccccc2)N=N1 (stereo not drawn)
-3.4%	·	CCCCc1ccc(-c2ccc(Br)cc2O)nc1
-1.0%	0%	N#Cc1nc(-c2ccc(F)cc2)oc1NCc1cccc2c1OCO2
-4.5%	-6%	O=C(C1CCC(C(=O)N2CCCCC2)CC1)N1CCCCC1 (stereo not drawn)
-7.0%	-4%	CC1CC(C)CN(c2nc3c(c(=O)[nH]c(=O)n3C)n2CCCSc2nc3ccccc3s2)C1 (stereo not drawn)
-2.1%	-2%	NC(=O)c1ccccc1NS(=O)(=O)c1ccc(F)cc1
2.4%	-21%	CCOC(=O)c1c(C)c2c(n1C)CCC/C2=N\O
-1.1%	3%	C#CCOc1ccc(/C=C2\C(=O)NC(=O)N(c3cc(C)cc(C)c3)C2=O)cc1OCC
-2.1%	-2%	CC1(C)CC(=O)C(=Cc2cn(-c3ccccc3)nc2-c2cccs2)C(=O)C1
-1.1%	·	O=C(c1ccco1)N1CCN(C(=O)C2CC(c3ccc(Cl)cc3)=NO2)CC1 (stereo not drawn)
-5.4%	-1%	N#CC(C(=O)OC1CCCCC1)c1nc2ccccc2nc1N1CCOCC1 (stereo not drawn)
9.1%	-1%	COc1cccc(-c2nnc(SCC(=O)N3CCOCC3)o2)c1
-0.3%	1%	Cc1cccc(C)c1NC(=O)c1c(F)c(F)c(F)c(F)c1F
5.0%	-11%	C=CCNC(=O)C1CC(=O)N(c2ccc(OCC(=O)NCc3ccccc3)cc2)C1 (stereo not drawn)
2.8%	-3%	Cc1ccc(Cl)cc1NC(=O)c1ccc(N(Cc2ccccc2)S(C)(=O)=O)cc1
6.2%	3%	Cc1cc(N2C(=O)NC(=O)/C(=C\c3sccc3C)C2=O)ccc1Br
-3.5%	-12%	COc1cc(Nc2cc(C)nc3ncnn23)cc(OC)c1
3.2%	0%	CC(C)(C#Cc1ccc(Br)cc1)OC(=O)Nc1cccc2ccccc12
5.8%	-3%	Cc1ccc2c(c1)c1c3n2CCN(C(=O)C2CC2)C3CCC1 (stereo not drawn)
3.0%	·	COc1ccc(CN(Cc2ccco2)S(=O)(=O)c2ccc(S(=O)(=O)N3CCCC3)cc2)cc1
-4.1%	0%	CC(=O)N(C1=C(N2CCCC2)C(=O)c2ccccc2C1=O)C1CCCCC1
4.8%	-4%	CC(C)(C)C1=C(C#N)C(c2cc3c(cc2Br)OCO3)C(C#N)=C(N)O1 (stereo not drawn)
2.7%	2%	CCN(CC)CCCN1C(=O)C(=O)/C(=C(/O)c2ccc3c(c2)CC(C)O3)C1c1cccnc1 (stereo not drawn)
0.9%	4%	COc1ccc(/C=N/N=C2/SC(CC(=O)O)C(=O)N2c2ccc(O)cc2)cc1 (stereo not drawn)
-0.1%	2%	COCCNC(=O)c1sc2nc(-c3ccccc3)cn2c1C
-1.7%	0%	CC(C)(C)c1ccc(CSc2nnnn2-c2ccccc2)cc1
-5.3%	·	O=C(c1ccc(-c2ccccc2)cc1)c1ccccc1C(=O)N1CCOCC1
-4.0%	-1%	Cc1ccc(C(=O)Nc2ccccc2)cc1
7.2%	·	COc1cccc(C2NC(c3cccc(OC)c3O)C(C)C(=O)C2C)c1O (stereo not drawn)
0.1%	-6%	O=C(Nc1nnc(CCN2CCCCC2)s1)C1CCCCC1
8.1%	10%	O=C(NCc1ccco1)c1cc(-c2cccc(Cl)c2)on1
3.6%	0%	O=C(CSc1ncnc2c1oc1ccccc12)OCc1ccccc1
6.5%	·	O=C(OCc1cccc2ccccc12)C1CC(=O)N(c2ccccc2)C1 (stereo not drawn)
1.3%	1%	O=C(Nc1nnc(-c2ccco2)s1)c1cccc2ccccc12
2.0%	2%	Cc1ccc(NC(=O)CN2C(=O)NC3(CCC(C)CC3)C2=O)c(Cl)c1 (stereo not drawn)
-2.6%	·	CCc1ccc(C(=O)c2oc3nc(C)cc(C)c3c2N)cc1
8.4%	-11%	Cc1cccc(C)c1NC(=O)CSc1nnc(-c2ccoc2C)n1C
-2.0%	·	CCCCOc1ccc(C(=O)N2CC(C)OC(C)C2)cc1 (stereo not drawn)
-1.1%	-1%	Cc1cc(C)c(NC(=O)CN2CCN(C)CC2)c(C)c1
-51%	-1%	COc1cc(/C=C(/C#N)C(=O)Nc2cccc(Br)c2)cc(OC)c1O
-5.9%	-2%	Cc1ccc(-n2c(SCc3cn4ccsc4n3)nc3ccccc3c2=O)cc1
0.6%	-12%	Cc1c(NC(=O)C2CC=CCC2C(=O)O)c(=O)n(-c2ccccc2)n1C (stereo not drawn)
2.7%	-2%	Cc1cc(NC(=O)COC(=O)CSc2nc3cc(Cl)ccc3n2Cc2ccccc2)no1
1.9%	2%	COc1cc(C2NC(=O)NC(C)=C2C(=O)OCC2CCCO2)ccc1O (stereo not drawn)
0.4%	·	COc1ccc(-c2nnc(SCC(=O)c3ccc(C)o3)o2)cc1
2.8%	-2%	O=C(Nc1cccc(F)c1)C1CCN(C(=O)Cc2ccccc2)CC1

Next part.
Hsp70 inhibitors	Rat MKP-3 inhibitors	structure
1.5%	1%	O=C(O)C(Cc1ccccc1)N1C(=O)/C(=C/c2cccs2)SC1=S (stereo not drawn)
-4.2%	5%	COc1ccc(CC(=O)O/N=C(\N)c2ccncc2)cc1OC
0.6%&1.6%	-6%&1%	O=C1O/C(=C\C(=O)N2CCOCC2)c2ccccc21
9.0%	25%	COc1ccc(C(=O)Nc2ccc(Cl)c(-c3nc4ccccc4s3)c2)cc1[N+](=O)[O-]
-3.1%	-2%	Cc1cc2c(cc(C(=O)O)n2C)s1
3.9%	·	Cc1ccc2c(c1)cc(CN(Cc1cccnc1)C(=O)NCc1ccccc1)c1nnnn12
3.7%&-4.2%	0%	Cc1ccc(OC(=O)c2ccc(Br)o2)cc1
1.1%	-3%	CCC(=O)NC(=Nc1nc2ccccc2s1)NC(=O)CC
6.2%	-1%	Cn1c(C(=O)OCC(=O)NCc2cccs2)cc2sccc21
4.9%	·	CCC(C)(C)n1nnnc1C(c1ccc(C)cc1)N1CCN(Cc2ccc3c(c2)OCO3)CC1 (stereo not drawn)
7.6%	0%	CC(C)N(Cc1ccccc1)C(=O)/C=C/c1cccc([N+](=O)[O-])c1
1.9%	17%	C=CS(=O)(=O)c1ccc(C(C)(C)C)cc1
-4.8%	0%	CCC(CC)C(=O)Nc1c2c(nn1-c1ccc(OC)cc1)CS(=O)C2 (stereo not drawn)
-1.4%	10%	CC1C=CCC2C(=O)N(c3cccc(C(=O)N4CCCCCC4)c3)C(=O)C12 (stereo not drawn)
-0.9%	·	COC(=O)CSc1cc(C)nc(SC)n1
-4.1%	·	COc1ccc(OC)c(C2=NOC(C(=O)Nc3ccccc3SC)C2)c1 (stereo not drawn)
-37%	-5%	CCOP(=O)(OCC)/C(=C(\NC(=O)c1ccccc1)C(=O)Nc1ccc(Cl)cn1)c1ccccc1
-1.4%	-1%	Cc1cc([N+](=O)[O-])ccc1N/C=C/C(=O)c1ccc(Br)cc1
-1.7%	-8%	CCOc1ccc(NC2=NC(C(=O)NCc3ccccc3)CC(=O)N2)cc1 (stereo not drawn)
0.4%	·	Cc1scc(C(=O)N/N=C/c2ccco2)c1C
0.4%	·	C=CCn1c(-c2ccc(S(=O)(=O)N3CCOCC3)cc2)csc1=Nc1ccccc1
-4.0%	2%	O=C(Nc1nc2ccc(Cl)cc2s1)c1ccccc1[N+](=O)[O-]
11%	-5%	O=C(O)c1ccc(S(=O)(=O)c2ccc3c(c2)C(=O)N(CC2CCCO2)C3=O)cc1 (stereo not drawn)
-2.0%	4%	COc1ccc(NC(=O)CSCCc2ccccn2)c([N+](=O)[O-])c1

Three structures out of the list, ordered by count of non-hydrogen atoms, falling:
Hsp70 inhibitors	Rat MKP-3 inhibitors	structure
11%	-5%	O=C(O)c1ccc(S(=O)(=O)c2ccc3c(c2)C(=O)N(CC2CCCO2)C3=O)cc1 (stereo not drawn)
-4.1%	·	COc1ccc(OC)c(C2=NOC(C(=O)Nc3ccccc3SC)C2)c1 (stereo not drawn)
-4.8%	0%	CCC(CC)C(=O)Nc1c2c(nn1-c1ccc(OC)cc1)CS(=O)C2 (stereo not drawn)

Part of the list above, with values under each structure.
Sequence of screens: Hsp70 inhibitors | Rat MKP-3 inhibitors
- CC(C)N(Cc1ccccc1)C(=O)/C=C/c1cccc([N+](=O)[O-])c1
    7.6% | 0%
- C=CS(=O)(=O)c1ccc(C(C)(C)C)cc1
    1.9% | 17%
- CCC(CC)C(=O)Nc1c2c(nn1-c1ccc(OC)cc1)CS(=O)C2 (stereo not drawn)
    -4.8% | 0%
- CC1C=CCC2C(=O)N(c3cccc(C(=O)N4CCCCCC4)c3)C(=O)C12 (stereo not drawn)
    -1.4% | 10%
- COC(=O)CSc1cc(C)nc(SC)n1
    -0.9% | ·
- COc1ccc(OC)c(C2=NOC(C(=O)Nc3ccccc3SC)C2)c1 (stereo not drawn)
    -4.1% | ·
- CCOP(=O)(OCC)/C(=C(\NC(=O)c1ccccc1)C(=O)Nc1ccc(Cl)cn1)c1ccccc1
    -37% | -5%
- Cc1cc([N+](=O)[O-])ccc1N/C=C/C(=O)c1ccc(Br)cc1
    -1.4% | -1%
- CCOc1ccc(NC2=NC(C(=O)NCc3ccccc3)CC(=O)N2)cc1 (stereo not drawn)
    -1.7% | -8%
- Cc1scc(C(=O)N/N=C/c2ccco2)c1C
    0.4% | ·
- C=CCn1c(-c2ccc(S(=O)(=O)N3CCOCC3)cc2)csc1=Nc1ccccc1
    0.4% | ·
- O=C(Nc1nc2ccc(Cl)cc2s1)c1ccccc1[N+](=O)[O-]
    -4.0% | 2%
- O=C(O)c1ccc(S(=O)(=O)c2ccc3c(c2)C(=O)N(CC2CCCO2)C3=O)cc1 (stereo not drawn)
    11% | -5%
- COc1ccc(NC(=O)CSCCc2ccccn2)c([N+](=O)[O-])c1
    -2.0% | 4%

(list continues)
Hsp70 inhibitors	Rat MKP-3 inhibitors	structure
-5.1%	·	CCOc1ccccc1NC(=O)Nc1c(C)n(-c2ccccc2)c(=O)n1C
2.3%	-1%	CCOc1cc2c3c(c1)C1(OCCO1)C(=O)N3C(C)(C)CC2C (stereo not drawn)
-5.3%	-10%	CC(Sc1ccc2nnc(-c3ccc(F)cc3)n2n1)C(=O)O (stereo not drawn)
-0.6%	-1%	CC(C)c1cc(C(=O)N2CCN(C(c3ccccc3)c3ccccc3)CC2)no1
0.0%	-6%	CC(C)N=C(NC#N)SCc1ccccc1F
0.2%	·	Cc1nc2c(C)cccn2c1/C(O)=C1\C(=O)C(=O)N(CCN2CCOCC2)C1c1cccs1 (stereo not drawn)
-0.6%	1%	CCN(CC)S(=O)(=O)c1ccc(NC(=O)Nc2ccccc2)cc1
3.0%	-4%	CN(C)c1cccc(C(=O)n2nnc3ccccc32)c1
0.4%	-8%	COc1ccc(N2C(=O)CC(NCc3cccs3)C2=O)cc1 (stereo not drawn)
-1.2%	4%	CCN(CC)C(=S)Sc1nc(Nc2ccc(OC)cc2)nc(Nc2cccc([N+](=O)[O-])c2)n1
-0.8%	2%	CCCCCc1nc2sc3c(c2c(=O)n1N)CC(C)(C)OC3
-1.0%	·	Cc1c(C(=O)N2CCCCC2)sc(NC(=O)C23CC4CC(CC(C4)C2)C3)c1C#N
2.4%	1%	CN1C(=O)/C(=C\c2cn(Cc3ccccc3)c3ccccc23)SC1=S
5.7%	1%	Cc1csc(NC(=O)CCNS(=O)(=O)c2ccc3c(c2)c(=O)n(C)c(=O)n3C)n1
1.1%	-8%	O=C(O)CSCNC(=O)CC12CC3CC(CC(C3)C1)C2
-0.4%	3%	O=[N+]([O-])c1cccc(S(=O)(=O)Nc2ccc(Oc3ccccc3)cc2)c1
-2.9%	8%	CCOC(=O)N1CCC(NC(=O)c2cc(C(=O)NCc3cccc(Cl)c3)ccc2CO)CC1
-0.1%	-3%	CCC1=NC(C(F)(F)F)(C(F)(F)F)N=C(N2CCCCC2)O1
1.9%	·	O=C(NC(=S)NC1CCCCCCCCCCC1)c1cccnc1
0.3%	-6%	O=C(CCS(=O)(=O)c1cccs1)N1CCN(c2ccc(F)cc2)CC1
-0.7%	1%	COc1ccc(NC(=O)CN2C(=O)c3ccccc3C2=O)cc1O
2.0%	-1%	CC(C)(C)NC(=O)C1CCN(C(=O)c2ccc(Br)cc2)CC1
-3.8%	-9%	O=C(NCc1ccc2c(c1)OCO2)c1cc(-c2ccccc2)on1
-5.1%	·	CC(C)COC(=O)CNc1n[nH]c(=S)[nH]c1=O
1.5%	0%	COc1ccc(OC)c(NC(=S)NC(NC(=O)c2ccc(C)cc2)C(Cl)(Cl)Cl)c1 (stereo not drawn)

High-throughput results deposited in PubChem by Sanford-Burnham Center for Chemical Genomics.
